# GLD-1 TGE inh = GLD-1-TGE RNA interaction inhibition (C. elegans). actives 0.44% (n = 320,000). purified GLD-1 + fluorescein TGE RNA, fluorescence polarization. inhibition, % at 5.96 µM. AID 2280;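 active = percent inhibition above a per-plate cutoff, the plate mean of test compounds plus 3 SD, cut at about 30% in these data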;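 note: 0% = DMSO wells with GLD-1 and probe and 100% = wells lacking GLD-1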
# VLA-4 inh = inhibition in a human VLA-4 binding assay. inhibition, % (about 7 µM as worked out from the volumes in the protocol). actives 0.2% (n = 330,000). P13612. VLA-4 expressing cells, ligand binding flow cytometry. AID 2557; in the data active = inhibition above about 50%
# MCL1-BIM inh = disrupts human MCL1 binding to BIM-BH3 peptide; Q07820; inhibition, % at 10.9 µM; AID 2057; GST-MCL1 / FITC-Bim-BH3 fluorescence polarization; actives 0.68% (n = 320,000);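 active = inhibition above the mean inhibition of all tested compounds plus 3 SD, set per campaign, cut at about 40% in these data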;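 note: 0% = DMSO wells and 100% = unlabeled Bim-BH3 peptide control; higher means more loss of mP so more displacement of Bim peptide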
# Target sequence (Q07820 whole entry, looked up): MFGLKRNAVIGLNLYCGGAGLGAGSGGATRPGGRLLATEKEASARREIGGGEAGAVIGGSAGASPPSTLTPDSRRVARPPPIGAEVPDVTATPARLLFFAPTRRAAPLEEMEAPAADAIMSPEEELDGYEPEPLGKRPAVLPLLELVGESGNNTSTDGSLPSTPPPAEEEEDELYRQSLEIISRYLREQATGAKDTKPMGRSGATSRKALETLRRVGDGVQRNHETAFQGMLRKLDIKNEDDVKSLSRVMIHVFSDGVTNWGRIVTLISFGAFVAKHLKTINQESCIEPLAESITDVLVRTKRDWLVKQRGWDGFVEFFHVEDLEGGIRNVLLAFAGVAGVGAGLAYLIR
# GRK2 aptamer HTS = inhibitors of human GRK2 displacing RNA aptamer. P25098. bead flow cytometry, FAM-aptamer displacement from GRK2. inhibition of aptamer binding, % at 10 µM. actives 0.59% (n = 330,000);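 active = inhibition of aptamer binding above 40%, roughly 3 SD of noise, on plates passing a quality check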;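 note: median bead fluorescence of bound FAM aptamer so fluorescent compounds give negative values; no value below 0 was filed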
# Target sequence (P25098 whole entry, looked up): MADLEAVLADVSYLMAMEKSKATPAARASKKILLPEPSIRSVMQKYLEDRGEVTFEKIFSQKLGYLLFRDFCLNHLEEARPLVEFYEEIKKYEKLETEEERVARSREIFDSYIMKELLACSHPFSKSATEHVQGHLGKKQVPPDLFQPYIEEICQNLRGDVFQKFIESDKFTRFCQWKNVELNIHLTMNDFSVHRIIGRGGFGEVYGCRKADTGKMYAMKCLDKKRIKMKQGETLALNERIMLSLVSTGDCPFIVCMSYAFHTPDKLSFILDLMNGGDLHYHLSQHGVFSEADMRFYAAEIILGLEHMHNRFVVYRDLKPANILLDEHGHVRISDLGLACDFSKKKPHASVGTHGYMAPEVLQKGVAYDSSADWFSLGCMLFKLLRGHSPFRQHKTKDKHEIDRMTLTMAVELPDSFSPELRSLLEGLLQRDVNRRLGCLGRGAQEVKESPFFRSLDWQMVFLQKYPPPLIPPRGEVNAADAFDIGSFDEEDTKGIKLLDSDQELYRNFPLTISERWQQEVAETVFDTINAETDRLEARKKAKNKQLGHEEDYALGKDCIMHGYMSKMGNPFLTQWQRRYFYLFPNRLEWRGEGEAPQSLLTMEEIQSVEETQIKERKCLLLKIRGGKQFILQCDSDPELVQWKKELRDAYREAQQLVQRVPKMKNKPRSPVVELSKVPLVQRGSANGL
# MEX-5 binding = C. elegans MEX-5 TCR-2 RNA binding activity; Q9XUB2; MEX-5/FITC-TCR2 RNA binding, fluorescence polarization; active compounds read low; activity score (negative = inhibition of binding), % at 10 µM; actives 0.38% (n = 300,000); AID 1832;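 active = inhibition past about -25% in most replicates, and total fluorescence under double the plate's negative control median, limit read from the data; inconclusive = replicates evenly split on the limit, or fluorescence at least double controls; inactive = too little inhibition in most replicates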;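 note: 0% = DMSO and -100% = 5 µM competing unlabeled TCR2 RNA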
# CIT2-GFP yeast = modulators of TOR pathway CIT2-GFP in S. cerevisiae; S. cerevisiae CIT2-GFP strain, flow cytometry, 3 h; 100 means same as DMSO wells; GFP response vs DMSO, % at 10 µM; actives 0.065% (n = 320,000);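 active = GFP response relative to DMSO above a set limit, near the screen mean plus 3 SD, cut at about 150% in these data; inconclusive = Fewer than 70 cells measured for a yeast strain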;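 note: ratio of well median GFP fluorescence to mean of DMSO wells on the plate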
# Bcl-xL primary = inhibitors of human Bcl-xL | AID 2129 | Q07817 | GST-Bcl-xL / FITC-Bim BH3 peptide fluorescence polarization | actives 0.7% (n = 320,000) | inhibition, % at 10.9 µM;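 active = inhibition above the mean of all tested compounds plus 3 SD, cutoff set per campaign, cut at about 30% in these data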;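 note: 0% = DMSO wells and 100% = unlabeled Bim-BH3 peptide competitor; inhibitors lower millipolarization by displacing the labeled peptide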
# AGP1-GFP MLPCN = alters AGP1-GFP fluorescence in TOR pathway yeast screen | S. cerevisiae AGP1-GFP multiplex flow cytometry, 3 h; GFP as percent of DMSO wells | GFP response vs DMSO, % at 10 µM | actives 0.02% (n = 320,000) | AID 2066;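 active = GFP response relative to DMSO above a set limit, near screen average plus 3 SD, cut at about 150% in these data; inconclusive = fewer than 70 cells counted for the yeast strain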;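 note: median GFP channel fluorescence of the gated AGP1 strain per well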
# CR mimetic SO = yeast age-related superoxide inhibition as caloric restriction mimetic. superoxide response (% of plate mean), % at 10 µM. S. cerevisiae aged cells, superoxide DHE fluorescence; active compounds read low. actives 0.18% (n = 330,000). AID 2690;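 active = superoxide response under a set limit, about three screen SD below normal, cut at about 65% in these data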;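 note: yeast aged for seven days with compound at 30 °C before DHE staining; 100% = average MFI of all compound-treated wells on the plate with controls excluded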
# Starred values were filed as active, the others as inactive; ? = inconclusive; / = no result given; [ ] = another dose, or the depositor's remark. Rows were taken by chance; any-hit rate near 2.1%.
smiles	GLD-1 TGE inh	VLA-4 inh	MCL1-BIM inh	GRK2 aptamer HTS	MEX-5 binding	CIT2-GFP yeast	Bcl-xL primary	AGP1-GFP MLPCN	CR mimetic SO
Oc1c(Br)cc(/C=N/NC(=S)NCc2ccco2)cc1Br	6	0	2	3	-3.1	91	3	99	101
CCOC(=O)CN1C(=O)CC(c2ccccc2)C1=O (centres undefined)	6	15	1	2	-0.2	105	4	102	104
O=C(Nc1cnn(C23CC4CC(CC(C4)C2)C3)c1)c1cnn2cccnc12	6	12	1	0	-2.8	95	3	87	106
COc1cccc(-c2nc(CCl)cs2)c1OC	-2	12	5	2	-4.6	89	7	107	101
O=C(OC1CCOC1=O)c1cc(-c2cccc(Br)c2)nc2ccccc12 (centres undefined)	5	-3	-10	0	-1.9	92	-8	100	91
CC(=O)c1ccc(N2CCN(C(=O)Cc3n[nH]c(=O)c4ccccc34)CC2)cc1	0	2	-1	1	-4.3	89	3	95	79
CS(=O)(=O)N1CCN(c2ccccc2NC(=S)NC(=O)c2ccccc2[N+](=O)[O-])CC1	-10	-3	5	3	0.7	103	5	97	102
Cc1cc(C)nc(N2CCN(C(=O)CCC(=O)Nc3nnc(C(C)C)s3)CC2)n1	-4	-7	-5	5	-3.9	?	-7	22[may fluoresce violet]	113
C[C@@]12CCC=C[C@H]1[C@H](c1ccoc1)N(Cc1ccccc1)C2=O	1	2	0	0	-1.4	68	0	77	96
Cc1cccc(C(=O)O/N=C(/c2ccccc2)c2ccncc2)c1	7	-2	3	1	-1.8	79	9	90	94
Cc1oc2c(C)c3oc(=O)c(CCC(=O)NCCCn4ccnc4)c(C)c3cc2c1C	3	11	5	0	-2.2	99	3	99	114
O=C1NC(c2ccccc2)C(C(=O)c2cccs2)=C1O (centres undefined)	-5	21	4	2	-0.2	96	3	97	99
COc1ccc(N(CC(=O)NN=C2CCCCCCC2)S(=O)(=O)c2ccccc2)cc1	-6	8	-3	2	-3.3	108	-7	115	85
C=C(C)COc1ccc(-c2nc(N)ncc2-c2ccc(Br)cc2)c(O)c1	5	12	4	16	4.0	101	1	100	109
Cc1nnsc1C(=O)N1CCCC(N2CCN(c3cccc(C(F)(F)F)c3)CC2)C1 (centres undefined)	2	7	5	2	-3.4	101	2	97	107
Cc1cc(NS(=O)(=O)c2ccc(NC(=O)CSc3nc4ncc(Br)cc4[nH]3)cc2)nc(C)n1	2	4	-2	0	-8.2	82	3	97	112
COc1cc(OC)cc(C(=O)NCC(=O)Nc2ccc(OC)c(Cl)c2)c1	-1	18	-10	0	0.8	109	-2	102	110
COc1ccc(CCNC(=O)CC(=O)N/N=C/c2ccc(C(=O)O)cc2)cc1OC	7	1	8	2	0.2	107	-3	107	102
CC1CC(C)(C)NC(=S)N1CC(=O)NCc1ccc2c(c1)OCO2 (centres undefined)	-5	6	2	1	-4.2	93	-1	94	101
CCOc1ccc(Cn2ccnc2CCl)cc1[N+](=O)[O-]	4	4	2	0	0.6	100	1	98	104
C=C[C@](C)(CC[C@@]1(C)C(C)CC(OC2OC(C)C(OC3OC(COC(C)=O)C(O)C(O)C3O)C(O)C2O)[C@@]2(C)C(C)=CCCC12)OC1OC(C)C(O[C@@H]2O[C@@H](C)C(O)C(O)[C@H]2O)C(O)C1O (some centres undefined)	-1	-7	/	0	/	85	/	87	104
COC(=O)c1c(-c2ccsc2)sc2ccc(-c3cc(OC)c(OC)c(OC)c3)cc12	5	1	/	5	/	99	/	98	93
Cc1ccc(C(=O)Nc2onc(C)c2C#N)cc1	-4	2	-3	0	0.9	106	7	107	83
c1ccc(CSc2ccc(-c3cccnc3)nn2)nc1	3	-3	-1	1	0.5	100	7	103	91
Cc1ccccc1-c1nnc(SCc2ccc(F)cc2)o1	-10	13	-12	0	0.0	103	-8	98	101
COc1ccccc1NC(=S)N(Cc1ccco1)Cc1cc2cccc(C)c2[nH]c1=O	2	8	-3	0	2.8	91	4	92	99
CCOc1cc(CNCC2CCCO2)cc(Br)c1OCC(N)=O (centres undefined)	0	6	-1	0	1.8	98	2	105	91
CCN(c1ccccc1)S(=O)(=O)c1ccc(Cl)c(NC(=O)COC(=O)c2ccc(O)cc2)c1	3	-2	1	1	-1.4	/	-3	/	112
CC1CCC2(CC1)SCC(=O)N2c1ccccc1 (centres undefined)	-2	10	3	2	-0.8	109	3	105	81
O=C(N/N=C/c1ccccc1C(=O)O)c1cccc(S(=O)(=O)Nc2cc(Cl)ccc2Cl)c1	-4	1	16	0	0.2	105	13	114	97
COc1ccc(N2CCN(C(=S)Nc3ccc(C)cc3C)CC2)cc1	-1	11	3	0	-0.8	99	4	100	93
C[C@H]1CCC[C@]2(O[C@@H](CCO)C[C@@H](O)[C@@H]2O)O1	-3	-6	-3	0	0.3	98	5	88	116
CC(C)NC(=O)NC(=O)CSc1nnc(COc2ccccc2F)n1C(C)C1CC2CCC1C2 (centres undefined)	6	0	4	0	-0.2	105	-7	/	103
O=S(=O)(NC(=S)Nc1ccccc1)c1ccc(F)cc1	3	17	9	1	-0.3	99	9	112	99
COc1ccccc1N1CCN(C2CCCN(Cc3ccccc3OCCO)C2)CC1 (centres undefined)	2	5	1	0	0.5	108	3	104	85
O=C(c1ccccc1)N1CCN(c2ccc(NCc3ccc4c(c3)OCO4)cc2)CC1	6	19	14	1	-3.4	93	13	90	73
Cc1ccc(S(=O)(=O)N2CCN(C(=O)c3ccnn3C)CC2)cc1C	-2	5	1	3	1.1	101	4	102	121
CSC1=NS(=O)(=O)c2c(C)nn(C)c2S1	-4	24	-13	0	-2.2	68	-13	94	86
CC(C)(C)OC(=O)NNc1c2ccccc2nc2ccccc12	9	-4	1	2	1.4	81	6	82	86
COc1ccc(-c2cc(C)no2)cc1S(=O)(=O)N1CCCN(Cc2ccccc2Cl)C1	0	-1	-2	0	2.9	105	1	95	84
Cc1ccccc1C(O)c1ccncc1 (centres undefined)	5	5	-3	0	0.9	110	6	105	83
Cc1ccc(C)c(Cn2c(=O)n(CCCC(=O)NCc3ccco3)c(=O)c3ccccc32)c1	2	-5	-3	0	-2.6	102	6	98	115
O=C(/C=C/c1ccc2ccccc2n1)N1CCN(S(=O)(=O)c2ccc(F)cc2)CC1	-1	2	2	3	-1.2	111	6	109	102
O=C(CN(C(=O)c1csnn1)c1cccc2ccccc12)NCc1ccccc1	0	18	9	1	-0.8	96	5	98	92
O=c1oc2ccccc2n1Cn1c(=O)oc2ccccc21	-6	18	2	0	3.7	96	1	103	90
Cc1ccc2c(c1)C(c1ccccc1)CC(=O)O2 (centres undefined)	8	18	-3	2	-3.0	104	0	115	100
Cc1cccc(C(=O)Nc2cccc(C(=O)N/N=C/c3ccccn3)c2)c1	6	4	11	1	-0.7	?	2	?	130
Cc1onc(-c2c(Cl)cccc2Cl)c1C(=O)Nc1ccc(C(N)=O)cc1	2	2	-1	4	1.3	101	-1	106	91
Cc1ccc(NC(=O)C(C)Sc2nnc3ccccn23)cc1 (centres undefined)	3	-4	/	3	/	85	/	91	89
O=C(Nc1cccc(S(=O)(=O)N2CCCCC2)c1)c1ccc([N+](=O)[O-])o1	2	29	10	0	1.1	99	1	108	117

# The results go on.
smiles	GLD-1 TGE inh	VLA-4 inh	MCL1-BIM inh	GRK2 aptamer HTS	MEX-5 binding	CIT2-GFP yeast	Bcl-xL primary	AGP1-GFP MLPCN	CR mimetic SO
COc1cccc(CNC(=O)c2ccccc2NC(=O)C2=C(C)OCCS2)c1	-1	2	-1	3	-1.1	99	6	99	102
COCCNC(=S)Nc1ccc(S(=O)(=O)Nc2ncccn2)cc1	5	3	6	0	-2.6	103	2	102	97
CCc1nnc(NC(=O)CSc2nnc3c(C)cc4c(C)ccc(C)c4n23)s1	0	7	-4	3	2.8	107	2	105	101
COc1ccc(S(=O)(=O)N2CCCCCC2)cc1C(=O)N(C)Cc1ccc(C(C)(C)C)cc1	/	-1	/	0	1.3	99	/	96	106
CCc1ccccc1NC(=O)CN(C)S(=O)(=O)c1ccc2c(c1)c(=O)n(C)c(=O)n2C	0	-16	2	2	2.6	99	9	107	100
OCCCc1nc2n(n1)C(c1ccccc1)C=C(c1ccccc1)N2 (centres undefined)	19	21	28	0	-7.1	93	24	98	105
CC1(C)C(=O)C2(CCCCC2)C(=O)OC1c1cccc([N+](=O)[O-])c1 (centres undefined)	-3	27	5	1	2.7	114	10	108	100
Cc1ccc(C)c(C(=O)CCC(=O)OCn2nnc3ccccc3c2=O)c1	-3	-4	85*	0	/	91	2	100	90
O=C(NCc1cn(-c2ccccc2)nc1-c1ccccc1)c1cccc([N+](=O)[O-])c1	3	1	0	2	0.3	97	-1	100	115
CCOc1cc(C(=O)Nc2cccc(C(C)=O)c2)ccc1OCC(=O)N1CCCCC1	11	-3	-3	0	-0.1	97	0	98	94
CC(=O)O[C@H]1[C@H](O)[C@H](Oc2c(O)c(C)c3c4c2[C@@H](C)CC[C@@H]4[C@@H](C)C[C@H]3C=C(C)C)O[C@@H](C)[C@H]1O	7	-2	/	0	/	91	/	101	92
CCC1(c2ccccc2)NC(=O)N(CC(=O)NCc2ccccc2OC)C1=O (centres undefined)	7	2	-6	2	2.4	112	-2	100	84
CCNS(=O)(=O)c1ccc(C(=O)OCC(=O)N2CCCc3ccccc32)cc1	5	12	-8	0	/	112	2	110	96
CC(C)(c1ccccc1)c1ccc(OCC2CO2)cc1 (centres undefined)	-1	-7	-1	0	-2.0	90	1	95	96
CC(=O)Nc1ccc(NC(=O)c2nc(S(=O)(=O)Cc3cccc(C)c3)ncc2Cl)cc1	-1	22	12	0	-0.2	95	10	101	101
Cc1noc(NS(=O)(=O)c2ccc(NC(=O)CSc3nc4c(cc3C#N)CCCC4)cc2)c1C	2	24	3	6	0.2	94	3	94	112
CCOC(=O)Cn1cnc2c(nnn2-c2cccc(Cl)c2)c1=O	-8	10	-2	2	-1.2	94	6	91	84
Cc1ccc(-c2nc(S(=O)(=O)c3ccc(C)cc3)c(SCC(=O)NCC3CCCO3)o2)cc1 (centres undefined)	-6	-6	1	0	-4.8	95	0	88	123
O=[N+]([O-])c1ccc(Cl)c(NC(=S)N2CCCC2)c1	5	8	0	0	-2.7	95	-1	93	109
COc1ccc(NC2CCCN(C(=O)c3cn(C)c4ccccc34)C2)cc1 (centres undefined)	-1	4	0	0	-0.5	104	4	102	80
Cc1ccc(OCC(=O)N2c3ccccc3CC2C)c([N+](=O)[O-])n1 (centres undefined)	-4	-3	-5	0	-0.4	95	-4	119	105
COc1ccccc1NS(=O)(=O)c1ccc2[nH]c(=O)[nH]c2c1	-3	0	7	3	3.6	106	0	105	109
COc1ccc(Oc2nc3ccccc3n(C)c2=O)cc1	6	-3	0	1	-0.1	95	2	101	83
Cc1onc(-c2c(Cl)cccc2Cl)c1C(=O)NN1CCCCCC1	-2	2	-4	1	-0.5	104	3	105	95
O=C(Cc1csc(-c2ccc(F)cc2)n1)Nc1cccc(S(=O)(=O)NC2=NCCC2)c1	2	5	-26	4	/	93	-10	97	107
